Compound activity from PubChem.
GLS inh: blocks human kidney-isoform glutaminase activity; O94925; GLS enzymatic activity, qHTS titration; Potency, µM (doses to about 45.5 µM), without a hit: at the top dose activity change, negative = inhibition, usual class: inhibitors; 410,000 compounds, 0.21% hits; further: potency means the concentration at half of the fitted maximal effect; on the % scale 0 is the no-effect control and ±100 the full control effect
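Assay buffer: 45 mM KH2PO4 pH 8.2, 0.02% Tween-20. hKGA acts on L-glutamine (1 mM solution added); product glutamate is reported by an oxidase/peroxidase Amplex Red coupling, with fluorescence taken at baseline and 30 min.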
Pin1 inh: human Pin1 inhibition | Q13526 | Pin1 FP peptide displacement, HiFluor488, 10 min | Potency, µM (series often up to 115 µM), for the others: at the top dose activity, negative = inhibition, most hits filed as inhibitors | 390,000 compounds, 0.009% hits; active means well fitted inhibition curve with a large enough effect in the polarisation, with a control signal flat, not every such curve was filed as active; inconclusive means small, poorly fitted or top-dose-only effect, or effect the other way, or a change in a side signal; inactive means no such curve, though single readings can be large or run the other way; the % refers to the polarisation; further: potency means the concentration at half of the fitted maximal effect; on the % scale 0 is the no-effect control and ±100 the full control effect
PI4K2A inh: inhibitors of human PI4K2A; purified PI4K2A, ADP-Glo luminescence, 1 h; active compounds read low; activity change, negative = inhibition, % at 76.9 µM; 420,000 compounds, 0.13% hits; in the data active means activity change below about -50%; inconclusive means mostly about -30% to -49%;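 further: -100% = wells without enzyme as full effect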
Target sequence (Q9BTU6 whole entry, looked up): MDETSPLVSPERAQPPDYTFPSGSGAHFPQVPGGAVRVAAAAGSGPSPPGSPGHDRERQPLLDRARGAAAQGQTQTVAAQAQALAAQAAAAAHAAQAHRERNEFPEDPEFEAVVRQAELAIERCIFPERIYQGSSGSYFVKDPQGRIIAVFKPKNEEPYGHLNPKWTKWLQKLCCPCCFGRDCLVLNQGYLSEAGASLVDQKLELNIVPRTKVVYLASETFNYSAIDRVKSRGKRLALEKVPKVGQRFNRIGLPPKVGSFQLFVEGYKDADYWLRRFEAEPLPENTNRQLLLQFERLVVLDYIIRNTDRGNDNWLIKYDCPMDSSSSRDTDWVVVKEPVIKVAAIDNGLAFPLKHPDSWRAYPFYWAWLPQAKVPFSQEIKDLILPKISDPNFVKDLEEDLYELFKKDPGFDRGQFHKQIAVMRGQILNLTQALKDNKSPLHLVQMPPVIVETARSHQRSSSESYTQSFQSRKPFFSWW
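PI4K2A activity was measured by ADP-Glo luminescence: enzyme (4 ug/mL stock) and phosphatidylinositol (1.2 mM stock) in Tris pH 7.5/MgCl2/EGTA/Triton X-100 buffer were reacted with ATP (300 microM stock) for one hour at ambient temperature.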
PGK inhibitor: T. brucei PGK inhibition; Potency, µM (top dose mostly 57.5 µM), inactives show at the highest dose activity change, negative = inhibition, hits mostly inhibitors; 380,000 compounds, 0.043% hits; P07378; PGK/GAPDH coupled, Kinase-Glo luminescence, 60 min; further: potency means the concentration at half of the fitted maximal effect; on the % scale 0 is the no-effect control and ±100 the full control effect; nearly all actives have a fitted effect of over 60% in size
Target sequence (P07378 whole entry, looked up): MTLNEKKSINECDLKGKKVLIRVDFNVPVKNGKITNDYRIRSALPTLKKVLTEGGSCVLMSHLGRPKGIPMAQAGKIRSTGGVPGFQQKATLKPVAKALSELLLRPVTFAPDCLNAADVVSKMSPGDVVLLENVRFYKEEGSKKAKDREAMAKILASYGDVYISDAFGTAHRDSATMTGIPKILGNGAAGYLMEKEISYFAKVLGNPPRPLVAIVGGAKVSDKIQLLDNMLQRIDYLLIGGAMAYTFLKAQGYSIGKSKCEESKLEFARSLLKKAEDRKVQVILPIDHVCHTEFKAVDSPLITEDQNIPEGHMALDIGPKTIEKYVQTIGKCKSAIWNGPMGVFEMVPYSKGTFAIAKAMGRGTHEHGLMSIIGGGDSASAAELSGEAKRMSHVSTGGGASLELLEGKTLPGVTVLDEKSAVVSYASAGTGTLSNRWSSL
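Recombinant glycosomal PGK reaction used 1,3-bisphosphoglycerate generated in-well by GAPDH (100nM final) in 100mM TEA pH 7.6, 5mM MgCl2, 0.01% Tween-20. After 60 minutes at room temperature, ATP was read by Kinase-Glo Plus luminescence end-point.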
BAZ2B block: BAZ2B (human) inhibition. AlphaScreen BAZ2B-H3K14Ac peptide displacement. Potency, µM (series often up to 114 µM), without a hit: at the highest dose activity change, negative = inhibition, most hits filed as inhibitors. 360,000 compounds, 4.4% hits. AID 504333; further: potency means the concentration at half of the fitted maximal effect; on the % scale 0 is the no-effect control and ±100 the full control effect; nearly all actives have a fitted effect of over 60% in size
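Protein-peptide AlphaScreen: BAZ2B 50 nM, b-H3K14Ac 50 nM, 1x PBS pH 7.4 + 0.01% Tween-20. Preincubation 30 min RT; cpd 30 min RT (top 110 uM); beads 20 min RT, light-protected.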
JMJD2A Tudor: inhibitors of human JMJD2A Tudor domain; Potency, µM (highest dose often 114 µM), without a hit: top-dose activity change, negative = inhibition, most hits filed as inhibitors; AID 504339; O75164; 390,000 compounds, 4.4% hits; AlphaScreen JMJD2A-Tudor / H3K4me3 peptide binding; further: potency means the concentration at half of the fitted maximal effect; on the % scale 0 is the no-effect control and ±100 the full control effect; nearly all actives have a fitted effect of over 50% in size
HP1b binding inh: HP1-beta chromodomain-methylated histone interaction inhibition. AlphaScreen HP1-beta / biotin-H3K9me3 peptide binding. P83916. 390,000 compounds, 0.56% hits. Potency, µM (highest dose often 114 µM), for the others: at the top dose activity change, negative = inhibition, usual class: inhibitors; further: potency means the concentration at half of the fitted maximal effect; nearly all actives have a fitted effect of over 70% in size; inactives centre near 23
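Compound inhibition of the preformed complex between 50 nM HP1-beta and 50 nM biotinylated H3K9me3 peptide was read by AlphaScreen. Buffer was PBS pH 7.4 with 0.01% Tween-20. Incubations ran 30 min at room temperature, with 10 ug/mL donor/acceptor beads.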
Pol eta inh: blocks human DNA polymerase eta activity | Q9Y253 | recombinant Pol eta, fluorescent DNA replication assay | Potency, µM (titrated, usually from 114 µM), inactives show at the highest dose activity change, negative = inhibition, usual class: inhibitors | 390,000 compounds, 1.2% hits | AID 588591; further: potency means the concentration at half of the fitted maximal effect; on the % scale 0 is the no-effect control and ±100 the full control effect
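Pol eta (10 nM) was preincubated with compounds for 15 min at room temperature, after which fluorescent replication substrate (50 nM final) was added to start the reaction. Fluorescence was read kinetically at 0 and 10 min.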
G9a inh: G9a (human) methyltransferase inhibition. Q96KQ7. G9a H3K9 monomethylation, AlphaScreen, 2 h. Potency, µM (titrated, usually from 102 µM), for inactives: top-dose activity, negative = inhibition, most hits filed as inhibitors. 350,000 compounds, 8.8% hits; further: potency means the concentration at half of the fitted maximal effect; on the % scale 0 is the no-effect control and ±100 the full control effect; nearly all actives have a fitted effect of over 75% in size
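Quantitative HTS format: methyltransferase activity on a biotin-tagged H3K9 peptide is measured by AlphaScreen, using a rabbit anti-monomethyl-H3K9 antibody with streptavidin donor and anti-IgG acceptor beads. Final levels are 20 nM enzyme, 500 nM peptide, 20 uM SAM; 2 h RT.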
* = called active by the depositor; i = inactive; ? = inconclusive; nt = not tested or not shown; & = joins results of further samples; [ ] = dose if it differs, or a comment. Unless noted, the call rests on the fitted dose curve; in most records, active means well fitted curve in the direction sought with a large enough effect; inconclusive means small, poorly fitted or top-dose-only effect, or another doubt; inactive means no such curve, though single readings can be large; an effect the other way counts as inactive or inconclusive. A portion of the library; the hit share may differ from the screen's.

Screens in order – GLS inh	Pin1 inh	PI4K2A inh	PGK inhibitor	BAZ2B block	JMJD2A Tudor	HP1b binding inh	Pol eta inh	G9a inh
C=CCN1c2ccccc2[C@]23C[C@@H](C(=O)OC)N(C(=O)NCCC)C2=NC(C(=O)OC)=C(C(=O)OC)[C@H]13
    4.8%	32.6%[activator]	3.4	2.8%	-18.3%	-28.4%	9.8%	-14.8%	18.1%[59 µM]
COc1ccccc1CN(Cc1ccco1)S(=O)(=O)c1ccc(-n2cnnn2)c(OC)c1
    1.3%	0.9%	0.4	-7.2%	-4.3%	-14.0%	23.5%	-6.7%	-31.5%[12.7 µM]
Cc1ccccc1OCC(=O)Nc1ccccc1C(=O)N1CCCCC1
    1.3%	0.7%	-0.8	2.6%	-1.8%	-0.7%	31.5%	-16.7%	?
CN(C)/C(=N\S(=O)(=O)c1ccc(Br)cc1)c1ccccc1
    -10.4%	-3.5%	-3.2	-4.7%	-6.2%	-7.6%	43.6%[activator]	-14.2%	8.5%
Clc1ccc(-c2nnc(C3CCCCC3)o2)cc1
    -11.7%	-1.3%	5.8	-8.2%	-4.6%	5.8%	41.8%[activator]	-16.6%	-2.1%[12.7 µM]
CC(=O)N1N=C(c2ccc(C(C)(C)C)cc2)OC1(C)C
    4.5%	7.7%	-2.2	-0.4%	9.4%	11.7%	51.6%[activator]	-5.3%	-9.5%
Cc1ccc(C(C(=O)NCc2ccc(F)cc2)N(Cc2ccco2)C(=O)c2snc(C(N)=O)c2N)o1 (centres undefined)
    0.5%	-1.2%	-2.0	-2.4%	-21.0%	-12.7%	?	-17.7%	?
CCOc1ccc2[nH]c(=O)c(CN(Cc3ccco3)C(=O)c3cccc(F)c3)cc2c1
    9.9%	0.0%	3.8	9.4%	-3.8%	5.4%	18.1%	-5.7%	-18.9%
Cn1c(SCC(=O)N/N=C/c2cccnc2)nnc1-c1ccccc1
    -4.4%	-0.9%	-15.0	i	1.4%	10.8%	25.7%	-16.5%	23.3%[59 µM]
COc1ccccc1NC(=S)NC(=O)CC(C)C
    5.4%	6.0%	3.6	3.0%	-6.3%	4.1%	53.6%[activator]	-8.3%	-41.3%[59 µM]
CCS(=O)(=O)N1CCCC(C(=O)NCCCOC)C1 (centres undefined)
    10.2%	4.3%	1.4	2.8%	-1.3%	4.0%	23.4%	-0.3%	-30.9%[59 µM]
CCOC(=O)c1cnn(-c2ccc([N+](=O)[O-])cc2)c1N
    -7.8%	0.1%	3.8	-5.8%	3.2%	6.0%	34.4%	-15.6%	24.7%
COc1ccccc1CCc1nnc(CCC(=O)NCC(C)Oc2cccnc2)o1 (centres undefined)
    -0.9%	0.5%	5.9	-9.5%	1.7%	-13.4%	23.5%	-4.7%	nt
O=C(CCCc1nc(-c2ccccc2)no1)Nc1cccnc1
    ?	-3.8%	1.3	6.7%	2.4%	0.0%	26.7%	-1.7%	-3.4%
O=C(c1ccc([N+](=O)[O-])cc1)N1CCN(c2ncc(Br)cn2)CC1
    7.1%	-3.1%	-0.2	nt	22.6%	-10.1%	18.2%	-4.7%	0.6%
CCC(=O)N1CCc2cc(S(=O)(=O)CCC(=O)NCc3ccccc3Cl)ccc21
    10.3%	8.0%	-1.3	-3.9%	nt	-1.3%	24.6%	-8.9%	-0.5%[59 µM]
COc1ccc(S(=O)(=O)NCCC(=O)NC(C)c2ccccc2)cc1 (centres undefined)
    -1.8%	0.0%	4.5	1.3%	-2.2%	-7.3%	10.9%	-6.2%	-2.5%
COc1ccc(CCNC(=O)CN(c2ccc(OC)cc2)S(C)(=O)=O)cc1
    1.1%	-10.4%	-1.0	-7.8%	-3.3%	-5.2%	19.9%	-9.9%	5.0%
Cc1cccc(C(=O)N2CCc3cc(CNC(=O)c4ccco4)ccc32)c1
    4.8%	-8.4%	3.9	i	-11.8%	-24.7%	-9.8%	-5.4%	-0.1%[59 µM]
CC(C)(C)CC(=O)NCC(c1ccc2c(c1)OCO2)N1CCN(c2ccccc2)CC1 (centres undefined)
    26.7%	0.6%	-1.7	4.6%	-36.8%	-16.5%	19.3%[57 µM]	-12.7%	-24.5%[59 µM]
COc1ccccc1NS(=O)(=O)c1ccc(C(=O)NCc2ccc(S(N)(=O)=O)cc2)cc1
    -2.3%	1.8%	6.1	-1.7%	nt	-9.7%	31.4%	-10.8%	nt
O=C(C1CCC1)N1CCc2cc(S(=O)(=O)NCc3cccnc3)ccc21
    11.6%	-10.4%	-3.1	5.5%	-2.5%	-1.2%	42.5%[activator]	2.2%	10.4%[0.501 µM]
CCOc1ccc(CNCCc2ccc(S(N)(=O)=O)cc2)cc1
    -6.6%	-3.5%	-4.0	-6.7%	-14.3%	-7.2%	31.9%	-6.2%	nt
CCN(CC)S(=O)(=O)c1cc(NC(=O)CSc2nnc(N)s2)ccc1C
    2.9%	-1.5%	-3.9	-4.5%	10.9%	-19.6%	30.5%	-4.5%	-12.4%[12.7 µM]
Cc1c(NC(=O)c2cc(-c3cccc(Cl)c3)on2)c(=O)n(-c2ccccc2)n1C
    -6.4%&-15.4%	-2.2%&0.4%	-0.8&-9.5	-2.0%	3.7%&-8.2%	-8.4%&-6.8%	2.2%&27.4%	4.4%&-7.5%	-10.4%
C=CCOC(=O)C1=C(C)NC(SC)=C(C#N)C1c1cccs1 (centres undefined)
    13.8%	-2.3%	-1.6	-3.5%	?	3.8%	77.0%[activator]	-11.7%	48.3%[activator]
O=C(NCCc1c[nH]c2ccccc12)c1ccco1
    25.0%	-0.5%	2.0	i	?	-9.3%	31.0%	-4.6%	?
C#CCN(C[C@@H]1[C@@H](OC(=O)NCc2ccccc2)[C@@H](OC(=O)NCc2ccccc2)Cn2c(=O)n(CCCCCC)c(=O)n21)S(=O)(=O)c1ccc(C)cc1
    3.1%	nt	-6.1	6.8%	nt	nt	nt	-13.1%	nt
S=C(NCCCc1ccccc1)Nc1ccccc1Cl
    -0.1%	-0.4%	7.0	-0.6%	4.3%	-2.8%	-34.7%	-13.9%	17.2%[59 µM]
CCC(=O)Nc1ccc(NC(=S)NC(=O)/C=C/c2ccco2)cc1
    -4.5%	-0.5%	-12.3	-3.2%	-30.6%	?	-9.3%	?	-9.3%[0.501 µM]
O=C(NCc1ccc2c(c1)OCO2)c1ccc2c(c1)N(Cc1c(F)cccc1Cl)C(=O)CS2
    1.3%	?	3.7	i	-4.2%	-11.3%	38.7%	-16.4%	-0.8%
N#Cc1cccc(C(c2nnnn2C2CCCC2)N2CCC(Cc3ccccc3)CC2)c1 (centres undefined)
    6.9%	49.7%[activator]	2.5	9.2%	11.5%	-9.6%	32.5%	-1.6%	-15.0%[59 µM]
CN(CC(=O)O)S(=O)(=O)c1ccc2oc3ccccc3c2c1
    2.8%	-12.2%	-5.5	-10.2%	-12.1%	-15.7%	3.3%	0.3%	23.0%
CCOC(=O)c1c(NC(=O)CSc2nnc(-c3ccco3)o2)sc(C)c1C
    1.6%	34.6%[activator]	5.5	-9.1%	-28.5%[57.1 µM]	-11.1%	3.7%	-4.0%	-39.9%
Cc1csc(SCC(=O)NC(=O)NC2CCCC2)n1
    -0.1%	-4.0%	5.3	1.3%	-6.4%	-15.4%	35.5%	-15.6%	44.7µM*
CCC(=O)N1c2ccccc2CC1C(=O)NCc1ccc(CC)cc1 (centres undefined)
    -4.3%	15.7%	-2.4	-0.8%	-11.8%	8.9%	34.1%	5.6%	-1.6%[12.7 µM]
COc1cccc(N2CCN(C3CC(=O)N(c4ccc(C)c(Cl)c4)C3=O)CC2)c1 (centres undefined)
    24.5%	-4.6%	4.1	-4.6%	2.9%	-35.1%	13.1%	-12.4%	2.9%[59 µM]
Cc1ccc(S(=O)(=O)N2CCOCC2)cc1NC(=O)COC(=O)CCOc1ccc(C(C)(C)C)cc1
    8.0%	14.1%	-0.3	i	3.1%	-24.1%	13.3%	?	-9.1%
O=C(NCCCO)/C(=C/c1ccco1)NC(=O)c1ccc(Br)o1
    3.5%	-0.3%	-2.9	0.0%	0.0%	9.0%	57.3%[activator]	-2.0%	?
COc1cccc(CNC(=O)C2CCN(c3nnc(N4CCCC4=O)s3)CC2)c1
    0.8%	3.2%	-3.4	-6.8%	-5.1%	-19.0%	27.2%	7.7%	20.1%
CN(CC(=O)OCC(=O)NCc1ccccc1)S(=O)(=O)c1ccc(F)cc1
    -0.7%	-3.2%	-1.9	-1.0%	10.1%	-23.2%	51.1%[activator]	-15.1%	18.1%[2.33 µM]
COc1ccc2oc(C(=O)NCc3ccco3)c(C)c2c1
    -20.7%	2.8%	-0.1	1.6%	-24.1%	-16.2%	11.9%	-3.8%	-3.8%
